# Assay outcomes (PubChem BioAssay)
# PP5 primary: PP5 (human) phosphatase inhibition; P53041; purified PP5c, OMFP substrate fluorescence; inhibition, % at 6.7 µM; 320,000 tested, 0.18% active;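 active means inhibition above the campaign's mean inhibition across all tested compounds plus 3 SD, cut at about 9.5% in these data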;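 further: 0% = DMSO only and 100% = 100 µM cantharidin control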
# core dimer inh: blocks dimerization of HCV core protein. 300,000 tested, 0.33% active. AID 1899. inhibition, % at 5 µM. TR-FRET GST/Flag-core106 dimerization, 1536-well;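 active means inhibition above the mean of all tested compounds plus 3 SD, set per screening campaign, cut at about 45% in these data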
#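 Material: Tagged HCV core106 pair (GST and Flag) | Amount: GST-core106 13.5 nM, Flag-core106 17 nM | Medium: KF-containing HEPES buffer, pH 7.45, DTT, CHAPS, BSA | Reagent: Eu donor and XL665 acceptor anti-tag antibodies | Schedule: 4 h at 22.5 °C | Technique: Time-resolved FRET, ex 340 nm, em 617 and 671 nm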
# EBNA-1 inh: blocks EBNA-1 binding to DNA. AID 1950. EBNA-1 DNA binding, fluorescence polarization. inhibition, % at 14.8 µM. 300,000 tested, 0.34% active; in the data active means inhibition above about 28%
# ZTA counter: ZTA (EBV) inhibition in EBNA-1 counter-screen | P03206 | ZTA-DNA binding, fluorescence polarization | inhibition, % at 11 µM | 320,000 tested, 0.15% active; in the data active means inhibition above about 33%
# Target sequence (P03206 whole entry, looked up): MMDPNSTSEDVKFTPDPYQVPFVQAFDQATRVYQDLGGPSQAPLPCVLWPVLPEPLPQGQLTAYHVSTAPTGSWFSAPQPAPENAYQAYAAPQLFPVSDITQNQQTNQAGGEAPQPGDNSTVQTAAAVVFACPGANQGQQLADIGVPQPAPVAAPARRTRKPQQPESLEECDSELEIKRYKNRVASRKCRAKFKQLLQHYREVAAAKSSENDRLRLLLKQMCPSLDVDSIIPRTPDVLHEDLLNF
# TPT1 inh: inhibitors of Candida albicans tRNA 2'-phosphotransferase TPT1 | recombinant caTPT1, FP RNA substrate dephosphorylation | AID 1962 | 300,000 tested, 0.81% active | inhibition, % at 5 µM;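 active means inhibition above the mean of all tested compounds plus 3 SD, set per screening campaign, cut at about 24% in these data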;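 further: plate controls were DMSO alone for no effect and ferristatin control at 100 nM for full effect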
# GASC-1 inh: human JMJD2C demethylase inhibition. Q9H3R0. GST-JMJD2C(1-420) H3K9me3 demethylation, DELFIA europium. inhibition, % at 2.35 µM. 330,000 tested, 0.069% active;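 active means more than half of a compound's replicate wells show inhibition beyond 50%, single wells judged on their own value; inconclusive means some, but no more than half, of replicates pass 50% inhibition; inactive means no replicate passes 50% inhibition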;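 further: signal counts dimethyl H3K9 product captured on neutravidin plate; 0% = median of DMSO wells and 100% = 0.3 times that DMSO median; strong numbers were not always called active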
# Target sequence (Q9H3R0 1-420 limits assumed): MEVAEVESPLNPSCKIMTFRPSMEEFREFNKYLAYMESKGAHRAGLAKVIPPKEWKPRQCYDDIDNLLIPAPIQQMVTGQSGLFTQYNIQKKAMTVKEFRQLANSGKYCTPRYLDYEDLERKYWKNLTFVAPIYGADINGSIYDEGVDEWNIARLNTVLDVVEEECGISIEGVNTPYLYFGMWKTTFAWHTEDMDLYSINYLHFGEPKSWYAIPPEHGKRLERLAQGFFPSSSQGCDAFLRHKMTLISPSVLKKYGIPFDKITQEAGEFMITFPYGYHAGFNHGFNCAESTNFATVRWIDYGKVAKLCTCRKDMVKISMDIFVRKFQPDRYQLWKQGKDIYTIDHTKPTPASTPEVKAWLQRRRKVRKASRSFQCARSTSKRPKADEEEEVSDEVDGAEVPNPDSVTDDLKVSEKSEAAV
# PP1 inh: blocks human PP1-alpha phosphatase, a PP5 counter-screen; P62136; purified PP1alpha, OMFP fluorescence; inhibition, % at 6.7 µM; 320,000 tested, 0.9% active; AID 2235;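 active means inhibition above the mean inhibition of all tested compounds plus 3 SD, computed separately for each screening campaign, cut at about 15% in these data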
# Target sequence (P62136 whole entry, looked up): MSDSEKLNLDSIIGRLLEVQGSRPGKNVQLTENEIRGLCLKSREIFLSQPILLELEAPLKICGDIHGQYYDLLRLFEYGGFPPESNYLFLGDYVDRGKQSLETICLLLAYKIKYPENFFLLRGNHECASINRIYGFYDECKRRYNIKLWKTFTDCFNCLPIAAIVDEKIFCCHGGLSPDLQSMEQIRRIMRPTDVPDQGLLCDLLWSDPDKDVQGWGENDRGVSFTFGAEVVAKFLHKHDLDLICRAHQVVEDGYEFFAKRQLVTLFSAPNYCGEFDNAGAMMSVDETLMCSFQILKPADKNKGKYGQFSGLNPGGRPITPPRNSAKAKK
# Yeast superoxide: yeast age-related superoxide inhibition as caloric restriction mimetic | AID 2690 | superoxide response (% of plate mean), % at 10 µM | 330,000 tested, 0.18% active | S. cerevisiae aged cells, superoxide DHE fluorescence; hits give low values;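 active means superoxide response under a set limit, about three screen SD below normal, cut at about 65% in these data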;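 further: yeast aged for seven days with compound at 30 °C before DHE staining; 100% = average MFI of all compound-treated wells on the plate with controls excluded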
# Fh CTSL1 inh: cathepsin L1 inhibition, PFM18AAP counter-screen; inhibition, % at 5.96 µM; recombinant F. hepatica cathepsin L1, Z-Leu-Arg-MCA fluorescence; AID 1906; 300,000 tested, 0.49% active;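 active means inhibition above the mean of all tested compounds plus 3 SD, set per screening campaign, cut at about 17% in these data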;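 further: 0% = plate median of test compound wells and 100% = 1 µM Z-Phe-Ala-diazomethylketone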
# Active calls of the source: *; ? = inconclusive; nt = not tested or not shown.
SMILES,PP5 primary,core dimer inh,EBNA-1 inh,ZTA counter,TPT1 inh,GASC-1 inh,PP1 inh,Yeast superoxide,Fh CTSL1 inh
CCc1cc(C(=O)Nc2ccc(C)cc2Br)cs1,2.0,6.0,-1.8,1.1,-0.8,-4.3,0.5,104.3,-0.4
CC(C)CCNC(=O)NC(=O)COC(=O)C1=COCCO1,2.4,-3.1,-11.4,-12.1,-5.4,38.5,0.3,99.0,-7.0
CC1CCC2(CC1)NC(=O)N(CC(=O)c1ccc3c(c1)OCO3)C2=O (configuration not stated),-0.3,-4.3,-6.0,1.9,-1.6,0.7,4.6,94.8,-1.4
CN(C)c1ccc(CCc2ccc(N)cc2)cc1,3.2,-2.5,-9.4,-10.5,7.9,7.0,-1.7,104.1,-0.7
Cc1ccnc(NC(=O)c2ccc(N3C(=O)CCC3=O)cc2)c1,-1.4,-5.7,8.0,6.2,-4.9,-3.9,-4.0,104.1,-2.8
Cc1ccc(S(=O)(=O)Nc2nc(CN3CCOCC3)nc3sc(C)c(C)c23)cc1,-0.4,nt,nt,2.6,nt,-0.3,-0.7,87.9,nt
Cc1ccc(OCCCC(=O)N2CCN(S(=O)(=O)c3cccc(F)c3)CC2)cc1,1.4,4.5,-8.3,-5.8,-1.3,3.5,-9.3,85.0,2.6
Brc1ccc(-c2csc(N3CCOCC3)n2)cc1,2.4,-4.4,-4.9,12.2,-0.3,-4.2,-1.7,90.2,-2.1
O=C(CSc1ccsc1[N+](=O)[O-])N1CCN(c2ccccc2)CC1,0.5,19.4,5.0,-11.3,4.0,-13.5,-0.4,121.4,0.1
O=C(CCc1c[nH]c2ccccc12)NCc1cccc(Cl)c1,3.6,-6.4,-17.7,3.5,-0.4,-3.4,5.8,94.7,-2.0
COC(=O)c1ccc(C)c(NC(=O)c2ccc(Cn3cc([N+](=O)[O-])cn3)o2)c1,2.3,-6.0,0.7,-9.2,-2.3,1.2,-2.0,97.7,-1.8
O=C(CC(Cc1ccccc1)C(=O)O)Nc1ccc(Cl)c(Cl)c1 (configuration not stated),-1.7,-0.5,7.8,4.1,3.9,2.2,2.5,106.8,0.2
COc1ccccc1NC(=O)CCSc1nc(C)cs1,2.9,-6.1,-8.8,-6.5,3.1,-6.5,0.7,100.8,-2.4
CSCC[C@H](NC(=O)C(C)Oc1ccc(Cl)cc1)c1nc2ccccc2[nH]1 (some centres not stated),2.2,8.0,5.4,5.8,-1.3,0.0,-0.3,94.5,-2.8
CC(=O)c1ccc(N2CCN(C(=O)CCc3ccccc3)CC2)cc1,-1.4,3.3,9.3,10.1,1.0,-7.7,-0.8,86.7,-2.1

# Exported with bars between the fields: entries from further up
structure | PP5 primary | core dimer inh | EBNA-1 inh | ZTA counter | TPT1 inh | GASC-1 inh | PP1 inh | Yeast superoxide | Fh CTSL1 inh
Cc1ccc(OCCCC(=O)N2CCN(S(=O)(=O)c3cccc(F)c3)CC2)cc1 | 1.4 | 4.5 | -8.3 | -5.8 | -1.3 | 3.5 | -9.3 | 85.0 | 2.6
O=C(CC(Cc1ccccc1)C(=O)O)Nc1ccc(Cl)c(Cl)c1 (configuration not stated) | -1.7 | -0.5 | 7.8 | 4.1 | 3.9 | 2.2 | 2.5 | 106.8 | 0.2
CC(=O)c1ccc(N2CCN(C(=O)CCc3ccccc3)CC2)cc1 | -1.4 | 3.3 | 9.3 | 10.1 | 1.0 | -7.7 | -0.8 | 86.7 | -2.1

# Continuation.
SMILES,PP5 primary,core dimer inh,EBNA-1 inh,ZTA counter,TPT1 inh,GASC-1 inh,PP1 inh,Yeast superoxide,Fh CTSL1 inh
COCc1c(C(=O)OCc2c(C)noc2C)oc2ccccc12,0.8,-1.5,-10.0,-5.7,0.7,18.5,-4.3,111.5,-4.4
CCn1c(SCC(=O)N/N=C/C=C/c2ccco2)nnc1-c1ccc(OC)cc1,1.8,-9.6,4.2,-9.6,-1.2,-2.4,1.1,93.5,2.7
CC1CCCN(S(=O)(=O)Cc2ccc(Cl)cc2)C1 (configuration not stated),4.7,-2.7,-13.6,-4.7,2.5,3.7,-0.4,104.7,0.1
Cc1cc(S(=O)(=O)N2CCN(C(=O)c3ccco3)CC2)ccc1F,-2.3,13.1,1.4,7.3,-2.1,-19.8,-4.1,109.1,-0.5
NC(=O)C(c1ccccc1)C1CCCC1 (configuration not stated),-0.2,-2.9,-0.6,-8.8,-2.0,-5.6,-3.6,94.2,1.5
CCC(=O)N1N=C(c2ccc(NS(C)(=O)=O)cc2)CC1c1ccc(N(C)C)cc1 (configuration not stated),2.4,-7.2,5.0,-6.7,-2.3,4.7,-3.2,109.6,5.3
O=C(CN1CCN(c2ccccn2)CC1)Nc1ccccc1Br,3.1,-2.1,-3.1,6.5,2.1,4.2,-2.0,94.3,-6.5
Cc1ccccc1-c1nc(CN2CCC(C(=O)NCC3CCCO3)CC2)c(C)o1 (configuration not stated),1.1,0.7,8.6,11.7,-3.6,-2.0,0.0,96.2,-1.5
Cc1nc2ccccc2n1CC(O)COc1ccc(Br)cc1 (configuration not stated),0.0,-4.1,5.6,6.5,-0.7,4.4,-1.8,116.6,-0.6
C(=N\n1c2ccccc2c2ccccc21)/c1ccccc1,2.8,-3.5,6.5,-8.3,-0.2,-1.2,6.1,84.4,-6.0
CCOC(=O)NC(NC(=S)Nc1ccccc1[N+](=O)[O-])C(Cl)(Cl)Cl (configuration not stated),10.5*,-1.6,-5.7,15.9,-0.9,-3.8,-5.2,110.8,3.6
O=C(CNC(=O)c1ccc(Br)o1)NNC(=O)c1ccccc1F,1.6,-7.3,1.2,6.9,-0.5,-9.7,-3.0,99.0,-2.8
CCCCNC(=O)COC(=O)c1cc(S(=O)(=O)N2CCCCCC2)ccc1OC,0.1,-2.5,2.8,16.0,-4.4,-4.4,-1.2,98.0,-1.8
CCOn1c(=O)c(=O)n(O)c2ccccc21,-2.2,-1.6,10.1,1.3,-9.8,-7.5,-0.1,99.3,5.5
COc1ccc(CNc2cc(C)cc(C)c2)cc1OC,5.3,-1.5,-3.6,3.2,3.9,-13.2,-3.8,91.6,-0.1
CCN(C(=O)COC(=O)c1cc([N+](=O)[O-])ccc1N1CCOCC1)C1CCS(=O)(=O)C1 (configuration not stated),0.8,-0.1,-3.3,3.5,-1.9,12.7,-4.4,107.9,6.5
COc1ccc(CCNC(=O)CSc2ccc(-c3cccs3)nn2)cc1,0.6,-2.1,-4.9,12.2,-3.0,-0.3,-2.9,94.2,-4.2
Cc1cc(=O)[nH]c(NN)n1,-0.8,1.4,13.4,16.5,0.3,-0.1,0.4,109.4,4.3
O=C(COC(=O)Cc1cccc(C(F)(F)F)c1)NC1CC1,-1.7,-1.1,5.1,11.2,0.2,10.4,-3.4,104.5,4.4
COc1cc(NC(=S)NCCN2CCOCC2)cc(OC)c1OC,1.1,2.1,-6.0,10.7,-0.7,7.3,-4.6,85.3,-1.0
CC(=O)c1c(C)[nH]c(C(=O)OCC(=O)N2CCc3ccccc3C2)c1C,2.3,nt,nt,-20.1,nt,1.0,-1.9,99.2,nt
C/C(=N\NC(=S)NC(C)C)c1ccc(Cl)c([N+](=O)[O-])c1,2.3,-3.2,3.2,-7.5,-4.5,5.0,-1.7,99.5,1.3
NC(=O)C1CCN(C(=O)C(=O)c2cn(CC(=O)N3CCCCCC3)c3ccccc23)CC1,2.6,5.9,-17.0,-0.3,-5.2,11.1,-5.1,80.3,3.3
CCCCCCCCCc1nc(N)n[nH]1,-0.2,-4.4,3.4,-6.3,-9.4,12.0,0.4,102.1,0.7
CC(C)C(NS(=O)(=O)c1cccc(C(F)(F)F)c1)C(=O)O (configuration not stated),-1.8,1.6,-0.8,2.0,-0.7,-0.7,-1.3,109.3,-3.6
CCOc1ccc(NC(=O)CSc2nnnn2C2CCCC2)cc1,0.2,5.9,6.5,-10.3,-1.3,-0.9,-4.4,95.7,1.5
COCCn1c(=N)c(S(=O)(=O)c2ccc(Br)cc2)cc2c(=O)n3ccccc3nc21,2.0,1.8,4.0,6.5,0.7,17.2,-5.7,114.0,-3.5
CCN(CC)CCN1C(=O)C(=O)/C(=C(/O)c2ccc(S(=O)(=O)N3CCOCC3)cc2)C1c1ccc(Cl)cc1 (configuration not stated),1.3,-1.9,-4.6,2.1,-0.5,4.8,1.7,88.7,-1.5
CCCN(CC(=O)Nc1ccccc1OC)C(=O)CSc1ccc(Br)cc1C,1.7,nt,nt,1.4,nt,0.2,-0.8,99.4,nt
O=C(CN1CCC(n2nnc3cc(C(F)(F)F)ccc32)CC1)NCc1cccs1,1.1,3.3,1.9,-6.1,-1.9,4.8,0.3,91.8,0.6
CCN(CC)CCN1C(=O)C(=O)/C(=C(/O)c2ccncc2)C1c1ccccc1 (configuration not stated),-0.8,-5.1,-1.2,4.1,-3.7,-1.9,-3.2,98.7,-3.3
Cc1cccc(/C(N)=N/OC(=O)CCCc2ccccc2)c1,-8.0,-10.1,-6.2,-15.5,-3.8,14.3,6.9,82.6,-56.0
O=C(Cc1ccccc1F)Nc1nc(-c2ccc(F)c(F)c2)cs1,3.9,12.5,13.4,0.7,-2.2,5.1,5.3,134.3,4.1
CCOc1c(N2CCOCC2)c(=O)c1=O,2.2,-1.2,-4.2,4.1,-3.2,-4.3,-0.4,99.8,-0.6
O=C(Nc1ccnn1C1CCN(C2CCC2)CC1)c1ccccc1,2.5,-0.2,8.3,6.5,-0.4,8.9,0.9,97.6,-2.2
COc1ccc(-c2oc(NC(=O)CCl)c(C#N)c2-c2ccc(OC)cc2)cc1,1.8,15.0,-2.5,-16.6,-4.6,0.4,8.3,101.9,61.1*
OCCN1CCN(C(=S)Nc2cccc(C(F)(F)F)c2)CC1,-1.8,-2.2,-1.7,10.9,-1.6,0.9,1.9,118.8,-2.5
O=C1C(=O)N(CCCN2CCOCC2)C(c2ccc([N+](=O)[O-])cc2)/C1=C(\O)c1ccc2c(c1)OCCO2 (configuration not stated),-1.8,5.6,-5.2,4.1,-3.8,0.2,-1.0,86.7,-0.5
COc1ccc(NC(=O)COc2coc(CN3CCc4ccccc4C3)cc2=O)cc1,2.2,4.1,-3.9,6.2,-4.5,0.4,-3.2,91.9,-4.0
Cc1cccc(NC(=O)C(c2ccccc2Cl)N2CCOCC2)c1 (configuration not stated),0.1,-2.1,5.9,2.8,0.1,-0.8,2.3,87.9,0.0
CC(=O)c1cccc(NCC(=O)N2CCN(S(=O)(=O)c3ccccc3)CC2)c1,0.6,nt,nt,1.9,nt,nt,-5.5,91.5,nt
O=C1C2CCCN2c2ccc(S(=O)(=O)N3CCOCC3)cc2N1Cc1cccc(C(F)(F)F)c1 (configuration not stated),1.2,7.8,4.7,20.3,8.3,-14.7,30.0*,98.5,-1.0
CN(C)c1ccc(/C=N/NC(=O)CN2CCCCC2)cc1Br,-2.0,5.7,3.9,15.4,1.7,2.1,-2.1,96.3,-1.3
OCc1ccc(O)c2ncccc12,3.5,-0.9,-0.2,2.5,-1.5,-4.0,2.8,91.2,1.8
Cc1cc(N2CCN(c3ccccc3)CC2)n2c(n1)nc1ccccc12,2.2,6.3,7.5,0.0,9.9,?,2.3,125.8,2.6
CCc1ccc(Nc2nnc(SCC(=O)Nc3sccc3C(N)=O)s2)cc1,2.9,10.8,5.9,17.3,1.5,1.3,3.9,107.2,7.5
O=C(Cn1cc(C(F)(F)F)ccc1=O)N1CCc2ccccc2C1,-1.3,nt,nt,-3.7,nt,19.8,-4.5,84.7,nt
O=C(Cc1c2ccccc2nc2ccccc12)c1ccccc1,1.7,-15.0,-3.9,9.7,-3.1,-4.3,3.2,125.0,-12.8
